APJ antag – blocks the human apelin receptor APJ | AID 2521 | inhibition, % at 20 µM | CHO-K1 APJ beta-arrestin complementation, luminescence | P35414 | 330,000 tested, 0.32% active;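 active means inhibition above about 40% at 20 µM, limit read from the data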;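 further: cells challenged with 10 nM apelin-13 agonist together with compound; plate controls were apelin-13 plus DMSO wells for no effect and DMSO wells lacking apelin-13 for full effect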
697 NFkB inh – lowers PMA/ionomycin-induced NF-kB signal in 697 B cells; 697 B-cell NF-kB luciferase reporter, 16 h; inhibition, % at 4 µM; 330,000 tested, 0.33% active; in the data active means inhibition above about 35%
Mdm2-MdmX inh – human Mdm2/MdmX binding inhibition; O15151+Q00987; SaOS-2 split-luciferase Mdm2/MdmX complementation, luminescence; inhibition, % at 8 µM; 330,000 tested, 3% active;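 active means inhibition of at least 50% at 8 µM in the primary screen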
Target sequence (O15151 whole entry, looked up): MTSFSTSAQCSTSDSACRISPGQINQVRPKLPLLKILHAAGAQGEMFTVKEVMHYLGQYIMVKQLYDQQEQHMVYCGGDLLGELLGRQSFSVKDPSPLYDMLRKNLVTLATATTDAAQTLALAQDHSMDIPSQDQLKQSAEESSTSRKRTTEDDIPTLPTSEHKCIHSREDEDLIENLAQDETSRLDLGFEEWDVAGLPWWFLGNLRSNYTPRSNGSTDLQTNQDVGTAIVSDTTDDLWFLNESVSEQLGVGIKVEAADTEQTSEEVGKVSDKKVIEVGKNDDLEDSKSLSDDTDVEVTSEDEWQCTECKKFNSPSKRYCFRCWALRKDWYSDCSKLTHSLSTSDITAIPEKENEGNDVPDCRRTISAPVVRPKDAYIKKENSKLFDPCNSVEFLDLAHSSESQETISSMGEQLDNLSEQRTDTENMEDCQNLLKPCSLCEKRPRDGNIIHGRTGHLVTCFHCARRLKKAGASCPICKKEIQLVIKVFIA
Target sequence (Q00987 whole entry, looked up): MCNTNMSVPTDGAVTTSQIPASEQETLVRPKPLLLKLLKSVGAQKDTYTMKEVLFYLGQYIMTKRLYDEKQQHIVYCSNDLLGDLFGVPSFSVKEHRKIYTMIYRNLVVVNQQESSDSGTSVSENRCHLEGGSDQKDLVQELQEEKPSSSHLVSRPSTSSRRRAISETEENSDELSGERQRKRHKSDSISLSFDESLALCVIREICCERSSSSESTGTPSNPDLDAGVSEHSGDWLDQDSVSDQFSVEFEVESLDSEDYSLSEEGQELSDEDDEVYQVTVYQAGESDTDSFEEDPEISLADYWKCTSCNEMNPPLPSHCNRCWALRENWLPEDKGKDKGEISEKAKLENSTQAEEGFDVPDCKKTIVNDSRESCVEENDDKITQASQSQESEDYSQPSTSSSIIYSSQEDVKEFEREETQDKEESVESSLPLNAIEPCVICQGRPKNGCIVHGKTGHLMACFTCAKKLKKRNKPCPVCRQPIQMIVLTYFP
UPR CHOP act – apoptotic UPR (CHOP) activation | CHO-CHOP luciferase reporter, luminescence; percent of tunicamycin response over DMSO baseline | activation, % at 10 µM | 330,000 tested, 0.34% active | AID 449763;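 active means at 10 µM dose, activation of 40% or more, normalized to positive control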;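 further: 100% = tunicamycin at 10 µg/mL and 0% = DMSO alone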
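System: CHO-CHOP luciferase reporter cell line | Buffer or medium: F12 medium containing 10% fetal bovine serum | Doses: One dose, 10 µM in 0.5% DMSO | Times: 6 h compound exposure at 37 °C after overnight seeding | Signal: Luciferase luminescence | Read-out: % activation vs tunicamycin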
UPR XBP1 act – adaptive UPR (XBP1) activation | activation, % at 20 µM | 330,000 tested, 0.33% active | CHO-XBP1 luciferase reporter, IRE1-XBP1 UPR activation, luminescence; percent of tunicamycin response, DMSO as zero;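 active means versus positive control, 20 µM dose yields 30% or more activation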;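 further: 100% = tunicamycin at 10 µg/mL and 0% = DMSO only wells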
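Material: IRE1-XBP1 luciferase reporter CHO line / Quantity: one thousand reporter cells per well / Buffer or medium: F12 with 10% serum / Compound: 20 µM single concentration, DMSO 1% / Times: 6 h treatment, 37 °C / Detection: Steady-Glo luciferase glow luminescence, 10 min after reagent addition / Benchmarks: tunicamycin high, DMSO low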
tim23-1 inh – growth inhibitors of tim23-1 mutant yeast | inhibition, % at 20 µM | S. cerevisiae tim23-1 growth, BacTiter-Glo luminescence, 24 h | AID 463212 | 330,000 tested, 1.3% active;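 active means growth inhibition of the mutant yeast at or above 50%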;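 further: temperature-sensitive mutant grown at 25 °C; plate controls were DMSO-treated mutant yeast for no effect and medium wells lacking yeast for full effect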
Jurkat NFkB inh – lowers PMA/ionomycin-induced NF-kB signal in Jurkat cells | PMA/ionomycin-induced NF-kB luciferase reporter, luminescence | inhibition, % at 4 µM | 330,000 tested, 0.53% active | AID 435003; in the data active means inhibition above about 50%
APJ ag – agonists of human APJ apelin receptor. P35414. CHO-K1 APJ PathHunter beta-arrestin, luminescence; 0% DMSO wells, 100% apelin. activation, % at 20 µM. 330,000 tested, 0.11% active. AID 2520;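 active means activation more than six SD over the plate average, tested at 20 µM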;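 further: 0% = DMSO alone and 100% = apelin-13 at 10 nM; some results filed as inactive read as strong as hits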
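Incubation: overnight seeding, 90 min compound at 25 °C, 1 h detection; test system: PathHunter CHO-K1 APJ (AGTRL-1) beta-arrestin reporter cells; amount: 1000 cells/well; doses: one dose, 20 µM compound, 1% DMSO; measured by: beta-gal luminescence; measure: agonist-driven arrestin binding to APJ; benchmarks: negative DMSO alone, positive Apelin-13 at 10 nM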
Starred values were filed as active, the others as inactive; . = no result given. Rows were taken by chance. Share with any hit: about 5%.

Field names: A = APJ antag; B = 697 NFkB inh; C = Mdm2-MdmX inh; D = UPR CHOP act; E = UPR XBP1 act; F = tim23-1 inh; G = Jurkat NFkB inh; H = APJ ag
1	CCCn1nnc(NC(=O)c2ccc(-c3ccccc3)cc2)n1
  A: -6	B: 12	C: -34	D: 7.9	E: 3	F: 24	G: -69	H: -1

2	O=C(Nc1c(C(=O)Nc2ccc3c(c2)OCCO3)cnn1-c1ccccc1Cl)c1ccco1
  A: 21	B: -12	C: 34	D: -1.9	E: -2	F: 9	G: -23	H: -1

3	COC(=O)c1ccc(NC(=S)N2CCN(Cc3ccccc3OC)CC2)cc1
  A: -19	B: -12	C: 3	D: -1.3	E: 1	F: -6	G: -1	H: -4

4	Cc1cc(S(=O)(=O)Nc2ccc(C(=O)NCCCn3ccnc3)cc2)ccc1F
  A: 18	B: -50	C: -10	D: 0.3	E: -4	F: 5	G: 11	H: 0

5	OCCN1CCN(c2nc(NCc3ccco3)c3ccccc3n2)CC1
  A: 16	B: 4	C: 19	D: -2.2	E: -6	F: 0	G: 16	H: -3

6	CC(C)(C)OC(=O)N1CCN(C(=O)c2[nH]cnc2C(=O)N[C@@H](Cc2ccccc2)C(=O)OCc2ccccc2)CC1
  A: -6	B: 15	C: -1	D: 3.3	E: -2	F: 0	G: -5	H: 11

7	CC(C)c1ccc(/C=N/Nc2ccc(C(=O)O)cc2)cc1
  A: 11	B: -233	C: -48	D: -11	E: -8	F: 30	G: 55*	H: -1

8	COC(=O)C1C2CCC(C2)C1C(=O)OCC(=O)c1ccc(C)cc1 (configuration not stated)
  A: 12	B: 9	C: 4	D: 0.7	E: 1	F: 12	G: -23	H: -1

9	CC(=NC1CCCCC1)C1=C(O)c2ccccc2C1=O
  A: 4	B: -226	C: -121	D: 1.9	E: 0	F: 34	G: -126	H: -4

10	Cc1nnc2sc(-c3ccco3)nn12
  A: 5	B: 18	C: -8	D: -0.4	E: -1	F: -4	G: 9	H: -6

11	O=C(c1ccc(Cl)cc1)N1N=C(c2ccccn2)CC1(O)C(F)(F)F (configuration not stated)
  A: 34	B: -2	C: 53*	D: -2.4	E: 2	F: 44	G: -2	H: -6

12	COc1ccc(S(=O)(=O)N(C)c2ccc(C(=O)N3CCN(C)CC3)cc2)cc1
  A: 0	B: -40	C: 7	D: 0.7	E: 0	F: 1	G: -15	H: 11

13	CCOC(=O)CCCNC(=O)COC(=O)c1cccc(C)c1O
  A: 6	B: -20	C: -14	D: 0.7	E: -3	F: -9	G: 2	H: -2

14	COc1ccc(C(=O)NCCc2c[nH]c3ccccc23)cc1
  A: 3	B: -102	C: -103	D: 2.9	E: -1	F: 26	G: -94	H: 0

15	COc1ccc(OC)c(NC(=O)Nc2cccnc2)c1
  A: -6	B: 10	C: 12	D: 0.5	E: -2	F: 17	G: 17	H: -5

16	CC(NC(=O)c1ccc2c(c1)OCO2)C1CCCO1 (configuration not stated)
  A: 22	B: 18	C: -11	D: 0.4	E: 0	F: 2	G: 12	H: -2

17	COc1ccc(-c2csc(NC(=O)c3cc(-c4cccs4)nc4ccccc34)n2)c(OC)c1
  A: 16	B: 13	C: 6	D: -2.0	E: -3	F: 19	G: 6	H: 2

18	CCN(CC)C(=S)Nc1ccc(OC(F)F)cc1
  A: -15	B: -26	C: -21	D: 0.5	E: -1	F: 10	G: -10	H: 0

19	COc1ccc(NC(=O)c2ccco2)cc1S(=O)(=O)N1CCOCC1
  A: 17	B: 16	C: 18	D: -0.7	E: 0	F: 10	G: -15	H: -1

20	COc1cccc(CN(C)C(=O)c2cc(COc3c(F)cccc3F)on2)c1
  A: -21	B: 22	C: 10	D: 0.3	E: -1	F: 13	G: 0	H: -2

21	CC(C)(C)c1cc(S(=O)(=O)CCc2ccncc2)cc(C(C)(C)C)c1F
  A: -28	B: 5	C: 4	D: 0.1	E: 2	F: 23	G: 1	H: 2

22	CC(C)(C)[C@H]1CCC(=O)N([C@H](CSc2ccc(Br)cc2)Cc2ccccc2)CC1
  A: 16	B: 19	C: 38	D: 1.9	E: 5	F: 13	G: 7	H: -4

23	COC(=O)C(CC(C)C)N(Cc1cc(OC)cc(OC)c1)S(=O)(=O)c1ccccc1Br (configuration not stated)
  A: .	B: 9	C: 20	D: 2.8	E: 0	F: 43	G: .	H: .

24	O=C(c1ccccc1)c1ccc(OC(=O)C2CCCCC2)cc1
  A: -4	B: -2	C: 4	D: -0.4	E: -1	F: 6	G: -3	H: 2

25	O=C(NCc1ccco1)c1cc(-c2ccccc2)nn1CC1CC(c2cccnc2)=NO1 (configuration not stated)
  A: 0	B: 4	C: 0	D: 0.5	E: -1	F: 13	G: 10	H: 2

26	COc1ccc(-n2ncc3c(=O)n(CC(=O)Nc4ccc(S(=O)(=O)N5CCOCC5)cc4)cnc32)cc1
  A: -1	B: 2	C: -8	D: -0.4	E: 0	F: 6	G: 16	H: -2

Structural class: the entries above containing fluorine (5)
Field names: A = APJ antag; B = 697 NFkB inh; C = Mdm2-MdmX inh; D = UPR CHOP act; E = UPR XBP1 act; F = tim23-1 inh; G = Jurkat NFkB inh; H = APJ ag
4	Cc1cc(S(=O)(=O)Nc2ccc(C(=O)NCCCn3ccnc3)cc2)ccc1F
  A: 18	B: -50	C: -10	D: 0.3	E: -4	F: 5	G: 11	H: 0

11	O=C(c1ccc(Cl)cc1)N1N=C(c2ccccn2)CC1(O)C(F)(F)F (configuration not stated)
  A: 34	B: -2	C: 53*	D: -2.4	E: 2	F: 44	G: -2	H: -6

18	CCN(CC)C(=S)Nc1ccc(OC(F)F)cc1
  A: -15	B: -26	C: -21	D: 0.5	E: -1	F: 10	G: -10	H: 0

20	COc1cccc(CN(C)C(=O)c2cc(COc3c(F)cccc3F)on2)c1
  A: -21	B: 22	C: 10	D: 0.3	E: -1	F: 13	G: 0	H: -2

21	CC(C)(C)c1cc(S(=O)(=O)CCc2ccncc2)cc(C(C)(C)C)c1F
  A: -28	B: 5	C: 4	D: 0.1	E: 2	F: 23	G: 1	H: 2

Part of the list above in order of formula weight, lowest first.
Field names: A = APJ antag; B = 697 NFkB inh; C = Mdm2-MdmX inh; D = UPR CHOP act; E = UPR XBP1 act; F = tim23-1 inh; G = Jurkat NFkB inh; H = APJ ag
9	CC(=NC1CCCCC1)C1=C(O)c2ccccc2C1=O
  A: 4	B: -226	C: -121	D: 1.9	E: 0	F: 34	G: -126	H: -4

8	COC(=O)C1C2CCC(C2)C1C(=O)OCC(=O)c1ccc(C)cc1 (configuration not stated)
  A: 12	B: 9	C: 4	D: 0.7	E: 1	F: 12	G: -23	H: -1

19	COc1ccc(NC(=O)c2ccco2)cc1S(=O)(=O)N1CCOCC1
  A: 17	B: 16	C: 18	D: -0.7	E: 0	F: 10	G: -15	H: -1

Bioassay records as filed in PubChem BioAssay.
